MsrA inhibitor – inhibits bovine methionine sulfoxide reductase A | AID 651718 | actives 0.75% (n = 360,000) | purified bovine MsrA, absorbance read-out | inhibition, % at 15.5 µM; in the data active = inhibition above about 4.5%;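 also: 0% = vehicle wells with enzyme and 100% = reference inhibitor wells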
E coli Lon inh – E. coli protease La inhibition; P0A9M0; purified E. coli Lon protease, fluorescence polarization; inhibition, % at 7.94 µM; actives 0.42% (n = 360,000); AID 602123; in the data active = inhibition above about 13%, passing the limit was not always enough;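 also: 0% = enzyme with probe and DMSO and 100% = no enzyme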
TbMetRS inhib – Trypanosoma brucei MetRS inhibition. purified T. brucei MetRS, ATP depletion, Kinase-Glo luminescence. inhibition, % at 11.9 µM. actives 0.4% (n = 360,000). AID 624268;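 active = inhibition above a per-plate cutoff of the control wells' mean inhibition plus 3 SD, cut at about 5.5% in these data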;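 also: 0% = DMSO wells median and 100% = median of wells with control inhibitor compound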
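System: purified T. brucei MetRS enzyme / Detection: Kinase-Glo luciferase luminescence reporting remaining unconsumed ATP / Medium: HEPES buffer with MgCl2, KCl, DTT, spermine, BSA, pyrophosphatase / Replication: singlicate, one well per compound / Evaluation: percent inhibition relative to median high and low control wells / Schedule: 2 h aminoacylation at 25 °C after 15 min preincubation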
MsrA act – activates bovine MsrA enzyme; actives 0.3% (n = 360,000); activation, % at 10.6 µM; purified bovine MsrA, absorbance read-out; in the data active = activation above about 7.5%;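 also: 0% = vehicle and 100% = reference activator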
CSN deneddyl inh – inhibitors of human CSN-mediated cullin deneddylation | AID 651999 | inhibition, % at 12.5 µM | Q92905 | Purified CSN, SCF-Nedd8-OG deneddylation, fluorescence polarization | actives 0.38% (n = 360,000);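 active = pattern-corrected inhibition above about 35%, with an unprinted fluorescence ratio check between 0.5 and 1.5, limit read from the data, passing the limit was not always enough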;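 also: 0% = enzyme with substrate and 100% = substrate without enzyme; some results filed as inactive read as strong as hits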
Target sequence (Q92905 whole entry, looked up, one chain of several): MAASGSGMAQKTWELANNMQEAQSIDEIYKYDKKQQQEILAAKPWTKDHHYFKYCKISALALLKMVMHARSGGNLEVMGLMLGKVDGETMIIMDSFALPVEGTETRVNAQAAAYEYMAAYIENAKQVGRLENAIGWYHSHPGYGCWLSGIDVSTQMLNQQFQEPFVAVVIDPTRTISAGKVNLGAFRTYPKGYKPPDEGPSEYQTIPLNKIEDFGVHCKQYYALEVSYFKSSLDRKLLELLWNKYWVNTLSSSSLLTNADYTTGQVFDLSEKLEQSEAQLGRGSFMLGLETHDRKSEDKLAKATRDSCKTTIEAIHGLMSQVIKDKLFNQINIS
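Test system: Human Csn5 produced in HEK293T cells | Compound: 12.5 µM single point | Times: 90 min, room temperature | Signal: Fluorescence polarization readout | Read-out basis: % inhibition of substrate cleavage by Csn5 | Controls: no-enzyme wells high, enzyme-with-substrate wells low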
Rin1 Abl inh – inhibitors of human Rin1-Abl protein interaction. P00519+Q13671. TR-FRET Rin1/Abl binding, biochemical. inhibition, % at 7.35 µM. actives 0.4% (n = 360,000). AID 588664; in the data active = inhibition above about 5%, passing the limit was not always enough
FAS-TE inh – FAS thioesterase (human) inhibition; P49327; recombinant FAS-TE, OMFH fluorogenic substrate, fluorescence endpoint; inhibition, % at 15 µM; actives 0.67% (n = 360,000); AID 602261;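 active = compounds whose normalised, plate-corrected inhibition of enzyme fluorescence in the single-dose primary screen is 50% or more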;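 also: 0% = DMSO with enzyme and 100% = substrate without enzyme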
Neddyl block – inhibitors of human cullin neddylation; P61081+Q13564; TR-FRET cullin neddylation, biochemical; calls only at 25 µM; actives 0.58% (n = 360,000); AID 651699; in the data active = inhibition above about 36%
Target sequence (P61081 whole entry, looked up): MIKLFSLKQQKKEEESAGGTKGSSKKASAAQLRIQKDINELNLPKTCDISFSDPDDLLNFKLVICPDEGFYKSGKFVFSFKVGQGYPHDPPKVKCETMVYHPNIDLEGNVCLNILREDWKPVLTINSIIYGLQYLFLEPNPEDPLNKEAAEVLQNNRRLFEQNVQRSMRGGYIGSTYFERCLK
Target sequence (Q13564 whole entry, looked up): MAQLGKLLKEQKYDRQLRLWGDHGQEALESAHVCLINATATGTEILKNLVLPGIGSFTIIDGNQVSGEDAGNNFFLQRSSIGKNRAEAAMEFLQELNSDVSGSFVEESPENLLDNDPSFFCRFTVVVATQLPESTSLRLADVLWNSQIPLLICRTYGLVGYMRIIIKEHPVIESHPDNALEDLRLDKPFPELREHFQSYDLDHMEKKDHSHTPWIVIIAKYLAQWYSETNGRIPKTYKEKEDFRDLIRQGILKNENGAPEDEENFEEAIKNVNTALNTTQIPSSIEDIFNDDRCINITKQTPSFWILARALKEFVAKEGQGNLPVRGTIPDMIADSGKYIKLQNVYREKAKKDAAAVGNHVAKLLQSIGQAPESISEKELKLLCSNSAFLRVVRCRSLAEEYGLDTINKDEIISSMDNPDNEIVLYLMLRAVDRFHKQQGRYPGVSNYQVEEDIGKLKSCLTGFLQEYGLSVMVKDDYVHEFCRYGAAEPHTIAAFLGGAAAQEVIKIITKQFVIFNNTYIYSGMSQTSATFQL
PABP1 MLLE inh – inhibitors of microRNA-mediated deadenylation, human PABP1 MLLE binding. GST-MLLE / FITC-PAM2 fluorescence polarization. actives 0.36% (n = 360,000). inhibition, % at 20 µM. AID 588489. P11940; in the data active = inhibition above about 35%, passing the limit was not always enough;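 also: plate controls were DMSO wells with GST-MLLE for no effect and wells lacking GST-MLLE protein for full effect; some results filed as inactive read as strong as hits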
Active calls of the source: *; i = inactive; · = no result given; + = active, no number.

SMILES	MsrA inhibitor	E coli Lon inh	TbMetRS inhib	MsrA act	CSN deneddyl inh	Rin1 Abl inh	FAS-TE inh	Neddyl block	PABP1 MLLE inh
O=C(O)/C=C/C(=O)Nc1ccc(C(=O)c2ccccc2)cc1	2.4	1	-0.7	-5	11	1	-5	i	14
O=C(N/N=C/c1ccccc1O)C1CC(=O)N(c2ccc(F)cc2)C1 (stereo not drawn)	0.3	8	-0.4	-4	-1	-4	6	·	7
Cc1cccc(NC(=O)CCc2ccc(C)o2)c1	0.4	-12	-0.5	-2	1	2	0	i	10
Cc1cc(C(=O)Nc2ccccn2)cs1	-0.2	-5	-0.3	-1	0	0	-6	i	-2
O=C(O/N=C1\CCS(=O)(=O)c2sccc21)c1ccc(F)cc1	0.4	3	0.3	-2	1	0	-5	i	13
COCCCNc1nc2c(c(=O)n(C)c(=O)n2C)n1Cc1cccc(OC)c1	0.6	-5	-0.8	-4	-1	1	-7	i	-5
O=C(NCc1ccco1)C1CCN(S(=O)(=O)c2cccc([N+](=O)[O-])c2)CC1	-0.5	14	-0.3	-1	2	-2	4	i	-1
CCOC(=O)c1nn(-c2ccccc2)c(=O)cc1OCC(=O)Nc1cc(C)ccc1C	-0.7	-6	-0.2	0	-2	3	6	i	4
CNC(=O)COC(=O)/C=C/c1ccco1	0.2	-2	-0.8	-8	-2	0	-12	i	-4
C=C(C)Cn1c2ccc(NC(=O)NCc3ccc(F)cc3)cc2c(=O)n1C	3.8	0	-0.1	-2	-3	0	-2	·	9
CCOC(=O)c1[nH]cnc1C(=O)Nc1cccc(Cl)c1	-0.8	2	-0.9	-2	-19	0	-2	i	8
COc1cc([N+](=O)[O-])cc(/C=N\NC(=O)C2COc3ccccc3O2)c1O (stereo not drawn)	0.5	1	0.4	-4	-3	-1	39	i	1
O=C(c1ccc(Cl)cc1)C1CCCN(C(=O)c2csnn2)C1 (stereo not drawn)	-2.4	-5	-0.7	-3	-2	-2	-4	i	12
Cc1cc(CNC(=O)CC2C(=O)NCCN2CC(C)(C)C)nn1C (stereo not drawn)	-0.1	-4	-0.5	-4	-3	1	-8	i	18
O=C1NC[C@H](CCCCN2C[C@H](Cc3ccccc3)N(Cc3ccccc3)C(=O)C2=O)N(CCc2ccc(O)cc2)C1=O	-0.6	-6	-1.3	-7	-2	·	-6	i	·
CCN(CC)c1ccc(C=NCCNS(=O)(=O)c2ccc(C)cc2)cc1	4.4	-7	-0.1	-1	8	1	-4	i	-10
N#CC(C#N)=C(Nc1ccc(F)cc1)SCc1cccc(F)c1	0.3	-5	-0.9	-10	-12	-3	18	i	17
CCOC(=O)C1CCN(C(=O)c2ccc(N3CCCC3=O)cc2)CC1	-0.7	-7	-0.3	-3	-2	-1	-8	i	-10
Cc1onc(-c2ccccc2)c1C(=O)Nc1ccncc1	0.1	-1	-1.6	-10	-2	1	-3	i	-9
COC(=O)c1ccccc1NC(=O)c1cc(-c2cccs2)on1	1.0	-1	-1.0	-3	0	0	-1	i	15
O=C(NC(=S)Nc1ccc(N2CCOCC2)cc1)c1ccc2c(c1)OCCO2	-0.2	5	0.1	0	-1	0	4	i	17
N#Cc1ccc(CN2CCN(C(=O)CN3C(=O)NC4(CCCC4)C3=O)CC2)cc1	0.7	-8	-0.2	-7	1	5	4	i	-1
O=C(CCNC(=O)c1ccc(Br)cc1)OCc1ccccc1Cl	-0.8	6	7.0*	-1	4	-4	20	i	-21
COc1ccc(NC(=O)CN(C)CC(=O)Nc2ccc(N3CCOCC3)cc2)c([N+](=O)[O-])c1	0.4	-8	-1.0	-10	-3	-1	0	i	4
Cc1ccn2c(=O)nc(SCC(=O)N3CCN(c4ccccc4)CC3)nc2c1	0.6	-6	-0.1	-6	5	3	2	i	15

Ordered by molar mass (highest first): part of the list above
SMILES	MsrA inhibitor	E coli Lon inh	TbMetRS inhib	MsrA act	CSN deneddyl inh	Rin1 Abl inh	FAS-TE inh	Neddyl block	PABP1 MLLE inh
O=C(NCc1ccco1)C1CCN(S(=O)(=O)c2cccc([N+](=O)[O-])c2)CC1	-0.5	14	-0.3	-1	2	-2	4	i	-1
Cc1cc(CNC(=O)CC2C(=O)NCCN2CC(C)(C)C)nn1C (stereo not drawn)	-0.1	-4	-0.5	-4	-3	1	-8	i	18
N#CC(C#N)=C(Nc1ccc(F)cc1)SCc1cccc(F)c1	0.3	-5	-0.9	-10	-12	-3	18	i	17
CCOC(=O)c1[nH]cnc1C(=O)Nc1cccc(Cl)c1	-0.8	2	-0.9	-2	-19	0	-2	i	8

Continuation:
SMILES	MsrA inhibitor	E coli Lon inh	TbMetRS inhib	MsrA act	CSN deneddyl inh	Rin1 Abl inh	FAS-TE inh	Neddyl block	PABP1 MLLE inh
CC1CCCC(NC(=O)C2CCN(S(=O)(=O)N3CCCCCC3)CC2)C1C (stereo not drawn)	1.8	5	0.1	-4	-4	-3	-8	i	7
CCN1C(=O)C(O)(CC(=O)C(C)(C)C)c2cc(Br)ccc21 (stereo not drawn)	-0.1	-1	0.0	-3	-3	-2	-8	i	7
COc1cc(C(=O)Nc2cccc3cccnc23)cc(OC)c1OC	0.1	2	-0.8	5	2	-1	-2	i	-3
Cc1ccc(Cn2c(C(C)Nc3nc(-c4ccc(C)cc4)cs3)nc3cc(Cl)c(Cl)cc32)cc1 (stereo not drawn)	-0.7	1	-0.1	-3	38*	1	5	i	2
O=C(c1ccc2ccccc2c1O)N1CCCCC1	0.0	1	0.0	-2	1	-2	-6	i	3
O=[N+]([O-])c1ccc(/C=N\NS(=O)(=O)c2ccc(F)cc2)o1	1.2	-17	-0.3	-4	1	-2	-4	i	11
C/C=C/C(=O)OCC(=O)Nc1ccccc1Br	0.5	5	-1.0	-5	-1	-3	-2	i	14
COc1ccc(C2CC(c3cccs3)=NN2c2ccc(F)cc2)cc1OC (stereo not drawn)	-0.1	-10	-0.1	-4	-7	2	9	·	-6
Fc1ccc(-c2nnc3ccccn23)cc1	0.7	-4	0.9	-3	3	1	6	i	14
CCOC(=O)C1CCCN(C(=O)c2cccc(S(=O)(=O)N(C)c3ccc(C)cc3)c2)C1 (stereo not drawn)	-0.6	-8	-0.3	1	-4	3	5	i	4
CCOc1ccc2[nH]c(=O)c(CN(CCc3ccccc3)C(=O)c3cnccn3)cc2c1	0.7	4	-0.3	1	2	4	2	i	-9
COc1ccc(-c2cn3cc([N+](=O)[O-])ccc3n2)cc1OC	3.2	-7	-0.5	10*	3	-5	17	i	9
CCc1nnc(NC(=O)CN2CCN(CC)CC2)s1	-2.1	3	1.1	-2	4	1	-3	i	1
N#Cc1ccc(C(S(=O)(=O)Cc2ccccc2)S(=O)(=O)Cc2ccccc2)cc1	0.0	-4	-0.2	-2	0	1	16	i	-1
CCOC(=O)C1=C(C(=O)OCC)c2ccc(OC)c(OC)c2C1	1.1	-12	-0.3	-7	-1	5	-6	+	16
CC(=O)Nc1ccccc1-c1nc2cc(C#N)c(C#N)cc2[nH]c1=O	1.6	5	0.1	-3	0	0	29	i	-14
Cc1ccc(S(=O)(=O)CCC(=O)N(C)c2c(N)n(Cc3ccccc3)c(=O)[nH]c2=O)cc1	-0.9	1	-0.6	-8	2	-1	-7	i	-11
Cc1ccc(C)c(N(C(=O)c2csnn2)C(C(=O)NC2CCCC2)c2ccncc2)c1 (stereo not drawn)	1.1	-8	0.7	0	-4	1	-3	i	14
Cc1cccc(/C=C2\Oc3cc(OS(C)(=O)=O)ccc3C2=O)c1	1.1	1	-0.4	-2	-2	-3	-7	i	3
O=C(NNC1OC(CO)C(O)C(O)C1O)c1cccnc1 (stereo not drawn)	0.8	5	-0.3	-2	-6	-1	-8	i	1
CC(C)(C)S(=O)N1Cc2cc(C(=O)Nc3ccc(-c4ccccc4)cc3)nc(-c3cccc(-c4cc5ccccc5o4)c3)c2[C@@H]1CCO (stereo partly drawn)	1.5	-13	-0.6	-6	6	2	0	i	-26
NC(=O)c1ccsc1NC(=O)COC(=O)c1cc(Cl)ccc1O	2.2	-10	0.3	-2	2	0	-5	i	-9
CCOC(=O)c1c(C)[nH]c(C(=O)OCC(=O)N(CC)c2c(N)n(Cc3ccccc3)c(=O)[nH]c2=O)c1C	-0.4	-5	-0.4	-7	2	1	-6	i	-13
COc1ccc(C(=O)/C=C/c2ccc(C)cc2)c(OC(=O)c2ccc([N+](=O)[O-])cc2)c1	-0.6	-5	0.4	-4	7	-3	13	i	-1
CCn1cc(C(=O)NCc2ccc3c(c2)OCO3)c2cc(OC)c(OC)cc2c1=O	-0.9	4	-0.3	0	5	0	-2	i	-5

Carrying on:
SMILES	MsrA inhibitor	E coli Lon inh	TbMetRS inhib	MsrA act	CSN deneddyl inh	Rin1 Abl inh	FAS-TE inh	Neddyl block	PABP1 MLLE inh
Cc1ccccc1CC(=O)N1CC(C)OC(C)C1 (stereo not drawn)	0.6	-6	-0.7	-5	2	1	-9	i	-2
N#CCSc1nc2ccccc2c(=O)n1C1CCCCC1	-0.1	-8	-0.9	0	-6	-1	22	i	-2
Cc1ccccc1S(=O)Cc1ccc(C(=O)N2CCN(C(=O)c3ccco3)CC2)o1 (stereo not drawn)	-0.6	8	0.1	1	-2	2	-5	i	-6
COc1ccc(OC)c(CNn2c(-c3cccc(C)c3)nc3ccccc3c2=O)c1	2.5	-8	-0.2	-4	-2	4	14	i	-12
CCN(C(=O)c1cccnc1)c1ccccc1	-0.2	-1	-1.2	-10	3	6	-17	i	18
COc1cc(/C=N/NC(N)=S)ccc1OCC(=O)N1CCOCC1	2.6	4	-0.3	-6	-2	-5	-12	i	-16
COc1cc(/C=N\NC(=O)CC#N)ccc1OC/C=C/c1ccccc1	1.8	-9	-0.2	3	-1	2	-3	i	-13
COc1ccc(CCNC(=O)COc2ccc(C)nc2[N+](=O)[O-])cc1	0.2	2	-0.9	-4	5	-3	1	i	-113
COc1ccc(CNC(=O)C(C)NS(=O)(=O)c2ccc(C)cc2)cc1 (stereo not drawn)	-0.6	-3	-0.8	-7	-2	2	-5	i	4
Cc1cccc(N2CCN(C(c3ccncc3)c3nnnn3C(C)(C)C)CC2)c1C (stereo not drawn)	-1.7	-1	-0.4	-4	-8	-2	6	i	0
COc1cc(OC)cc(C(=O)Nc2ccccc2-c2nnn(CC(=O)Nc3cc(C)on3)n2)c1	-0.5	11	0.0	-1	2	1	-2	i	-5
Cc1cccc(NC(=S)Nc2ccc(N3CCOCC3)cc2)c1C	0.1	-5	-0.4	2	1	-4	-12	i	30
O=C(CCC1CCCN(Cc2ccc3c(c2)OCCO3)C1)NCc1ccccc1F (stereo not drawn)	-0.6	5	0.2	-3	-3	-3	-2	i	-4
COc1ccc(CNC(=O)c2ccc(SC)cc2OC)cc1	-0.2	3	0.4	-3	1	-4	4	i	-2
N[C@@H](CO)c1nnc([C@H](CC(=O)O)NC(=O)C2CCNCC2)o1	0.1	6	0.3	0	-2	1	-10	i	-16
COc1ccc(OC)c(/C=C/C(=O)N2CCCc3ccccc32)c1	0.4	-3	-0.6	-3	-1	-1	21	i	8
Cc1sc2nc3c(C(=O)N4CCCC4)cc(C(=O)c4ccccc4O)cn3c(=O)c2c1C	-0.5	-2	-0.5	-2	7	1	11	i	22
COc1ccc2c(c1OC)C(=O)N(c1nccs1)C2	1.2	5	-0.5	-1	2	0	-8	i	-1
O=C(CCNS(=O)(=O)c1cccs1)NCc1ccco1	-0.9	0	0.0	-1	0	-2	-9	i	12
Nc1c(NCCc2ccccc2)c2ccccc2oc1=O	2.0	-5	-0.5	-3	5	0	4	i	1
Cc1cc(S(=O)(=O)N2CCOCC2)ccc1OCC(=O)NCc1ccccn1	-0.1	-10	0.6	-2	2	2	-5	i	1
